KKLEB tox: reduces viability of KKLEB cystic fibrosis airway cells. actives 0.36% (n = 360,000). KKLEB CF airway cells viability, ATPlite luminescence, overnight; hits give low values; cells stimulated with P. aeruginosa culture filtrate. activity change (cytotoxicity), % at 5 µM;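 active = corrected activity change at or below -50% at 5 µM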
TWEAK-Fn14 inh: TWEAK-Fn14 signaling inhibition; TWEAK-stimulated Fn14 reporter cells, luciferase luminescence, 8 h; inhibition, % at 10 µM; actives 2% (n = 360,000); AID 1159606; in the data active = inhibition above about 50%
LRH-1 inv ag: suppresses constitutive activity of human LRH-1. actives 0.13% (n = 360,000). HEK293T StAR-luciferase reporter, LRH-1 transfected, 24 h. inhibition, % at 3.6 µM. O00482. AID 602396;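 active = inhibition above the mean inhibition of all tested compounds plus 3 SD, cut at about 73% in these data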;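 note: 0% = DMSO wells and 100% = reporter-only cells lacking LRH-1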
SRC3 inh: inhibits human SRC3 coactivator; Q9Y6Q9; HEK293 GAL4-SRC3 luciferase reporter, luminescence; inhibition, % at 3.6 µM; actives 0.17% (n = 360,000);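 active = inhibition above a per-campaign cutoff, the mean of all compounds plus 3 SD, cut at about 60% in these data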;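 note: 0% = DMSO-treated cells and 100% = gossypol-treated cells at 36 µM; higher means less SRC3-driven luciferase light from the GAL4 reporter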
Target sequence (Q9Y6Q9 whole entry, looked up, the tested form may be a part): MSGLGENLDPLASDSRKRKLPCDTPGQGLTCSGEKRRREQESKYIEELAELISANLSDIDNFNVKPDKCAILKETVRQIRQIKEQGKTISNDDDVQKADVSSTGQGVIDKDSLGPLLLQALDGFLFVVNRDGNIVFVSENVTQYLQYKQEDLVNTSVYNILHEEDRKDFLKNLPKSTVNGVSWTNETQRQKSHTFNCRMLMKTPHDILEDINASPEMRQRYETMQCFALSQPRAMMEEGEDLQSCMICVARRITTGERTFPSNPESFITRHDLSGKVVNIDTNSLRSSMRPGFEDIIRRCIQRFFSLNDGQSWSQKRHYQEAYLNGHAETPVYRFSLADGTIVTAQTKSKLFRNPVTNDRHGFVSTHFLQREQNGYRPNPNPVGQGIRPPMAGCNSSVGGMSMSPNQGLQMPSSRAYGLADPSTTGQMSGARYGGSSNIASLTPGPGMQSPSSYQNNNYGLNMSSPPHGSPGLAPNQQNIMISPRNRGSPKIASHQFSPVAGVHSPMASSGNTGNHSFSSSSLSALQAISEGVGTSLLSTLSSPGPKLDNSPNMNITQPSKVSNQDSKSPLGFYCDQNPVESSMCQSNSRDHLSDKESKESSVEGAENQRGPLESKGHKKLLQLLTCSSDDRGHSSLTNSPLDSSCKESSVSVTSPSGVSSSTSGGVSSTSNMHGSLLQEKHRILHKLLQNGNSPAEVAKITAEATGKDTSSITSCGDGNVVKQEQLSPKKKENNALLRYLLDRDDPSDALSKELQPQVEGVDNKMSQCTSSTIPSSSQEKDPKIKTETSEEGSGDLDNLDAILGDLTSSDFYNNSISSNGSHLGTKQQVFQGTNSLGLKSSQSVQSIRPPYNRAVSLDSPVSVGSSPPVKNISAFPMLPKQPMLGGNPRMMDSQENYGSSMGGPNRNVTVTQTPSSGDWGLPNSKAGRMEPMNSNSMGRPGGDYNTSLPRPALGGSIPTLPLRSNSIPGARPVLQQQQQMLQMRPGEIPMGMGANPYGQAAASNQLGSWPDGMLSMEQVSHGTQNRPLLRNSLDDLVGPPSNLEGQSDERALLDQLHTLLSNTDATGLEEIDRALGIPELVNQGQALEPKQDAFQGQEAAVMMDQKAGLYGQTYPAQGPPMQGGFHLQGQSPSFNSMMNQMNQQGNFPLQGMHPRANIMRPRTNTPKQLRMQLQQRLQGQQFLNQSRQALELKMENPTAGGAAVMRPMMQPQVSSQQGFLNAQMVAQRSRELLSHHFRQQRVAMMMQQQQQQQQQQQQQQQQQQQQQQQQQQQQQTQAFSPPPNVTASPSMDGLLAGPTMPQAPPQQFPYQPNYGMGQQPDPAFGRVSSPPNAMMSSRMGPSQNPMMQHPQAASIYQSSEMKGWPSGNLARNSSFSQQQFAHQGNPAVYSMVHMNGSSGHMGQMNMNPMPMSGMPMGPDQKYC
Shn3 3UTR inh: reduces Shn3 3'UTR luciferase signal in osteoblasts. inhibition, % at 12.5 µM. Clone20 osteoblast Shn3 3'UTR firefly luciferase, 24 h. AID 588674. actives 0.52% (n = 360,000);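 active = mean inhibition of at least 75% with every replicate also reaching 75%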;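 note: 0% = median of neutral control wells and 100% = pilot-screen positive control compound; some compounds past the cut are filed as inactive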
C8 TRAIL sens: sensitizes caspase-8 expressing cells to TRAIL. inhibition (viability loss, TRAIL sensitization), % at 10 µM. actives 1% (n = 360,000). NB7+C8 cells + TRAIL, ATPlite viability luminescence;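 active = compounds causing at least 50% loss of cell viability in the single-dose screen, relative to plate controls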
SRC1 inh: human NCOA1 inhibition; Q15788; HEK293 GAL4-SRC1 luciferase reporter, luminescence; inhibition, % at 3.6 µM; actives 0.12% (n = 360,000); AID 588354;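 active = inhibition above the campaign mean plus 3 SD, with each screening campaign given its own cutoff, cut at about 60% in these data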;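 note: 0% = DMSO treated cells and 100% = gossypol at 36 µM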
NR2F2 inh: blocks human COUP-TFII nuclear receptor | inhibition, % at 8.6 µM | actives 0.7% (n = 370,000) | P24468 | HEK293T NGFI-A luciferase reporter, luminescence;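 active = inhibition above a per-plate cutoff, mean inhibition of test wells between control levels plus 3 SD, cut at about 38% in these data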;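 note: cells cotransfected with COUP-TFII expression vector driving the NGFI-A reporter; 0% = median of COUP-TF2 test wells and 100% = reporter-only cells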
LMP1 NFkB inh: Epstein-Barr LMP1 NF-kappaB reporter inhibition | LMP1-induced NF-kappaB luciferase reporter cells, luminescence | AID 504558 | inhibition, % at 12.5 µM | actives 0.69% (n = 350,000); in the data active = inhibition above about 41%;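 note: 0% = neutral control wells and 100% = reference inhibitor control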
CF NFkB block: cystic fibrosis NF-kB activation inhibition; AID 588850; actives 0.86% (n = 360,000); inhibition, % at 5 µM; KKLEB NF-kB-GFP reporter, PAF-induced, GFP fluorescence overnight;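 active = at least 50% inhibition at 5 µM, scaled per plate between neutral and stimulator controls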;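 note: PAF is a Pseudomonas aeruginosa culture filtrate used as stimulus; plate controls were PAF-stimulated DMSO wells for no effect and unstimulated DMSO wells for full effect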
TROY NFkB inh: blocks TROY-dependent signaling in reporter cells. Q293 LMP1-TROYcd NF-kB luciferase reporter, 4 h. inhibition, % at 10 µM. actives 0.98% (n = 360,000). AID 1347056;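 active = compounds whose plate-normalised and pattern-corrected inhibition of the luciferase reporter signal at the single screening dose is 50% or more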
* marks the source's active call; other numbers are inactive results; . = not tested or not shown.

Start of the data: the first six entries (preview)
SMILES	KKLEB tox	TWEAK-Fn14 inh	LRH-1 inv ag	SRC3 inh	Shn3 3UTR inh	C8 TRAIL sens	SRC1 inh	NR2F2 inh	LMP1 NFkB inh	CF NFkB block	TROY NFkB inh
Cc1ccsc1CNn1cnnc1SCc1ccccc1F	1	0	16	7	5	-5	-15	4	-3	7	-8
CCCC(=O)Nc1ccc2c(c1)nc1n2CCOC1	11	-6	-3	16	8	-7	-7	12	5	14	-13
C[C@@H]1CN([C@@H](C)CO)S(=O)(=O)c2ccc(Br)cc2O[C@H]1CN(C)Cc1ccc(-c2ccccc2)cc1	-7	-3	-7	-25	-12	6	0	17	-2	24	9
CC(=O)Nc1cccc(-c2ccnc3c2CC(C(=O)NCc2ccco2)O3)c1 (stereo not drawn)	-13	15	12	-2	-7	23	-6	-8	.	25	-2
CCOc1ccc2[nH]c3c(=O)n(CCC4=CCCCC4)cnc3c2c1	12	0	6	-3	9	-1	7	-4	-5	0	1
COc1ccc(C(=O)Nc2nc3cc4c(cc3s2)OCO4)c(OC)c1	-54*	-31	-112	-87	-63	51*	-155	-28	-20	49	-38

This part in full, repeating the preview:
SMILES	KKLEB tox	TWEAK-Fn14 inh	LRH-1 inv ag	SRC3 inh	Shn3 3UTR inh	C8 TRAIL sens	SRC1 inh	NR2F2 inh	LMP1 NFkB inh	CF NFkB block	TROY NFkB inh
Cc1ccsc1CNn1cnnc1SCc1ccccc1F	1	0	16	7	5	-5	-15	4	-3	7	-8
CCCC(=O)Nc1ccc2c(c1)nc1n2CCOC1	11	-6	-3	16	8	-7	-7	12	5	14	-13
C[C@@H]1CN([C@@H](C)CO)S(=O)(=O)c2ccc(Br)cc2O[C@H]1CN(C)Cc1ccc(-c2ccccc2)cc1	-7	-3	-7	-25	-12	6	0	17	-2	24	9
CC(=O)Nc1cccc(-c2ccnc3c2CC(C(=O)NCc2ccco2)O3)c1 (stereo not drawn)	-13	15	12	-2	-7	23	-6	-8	.	25	-2
CCOc1ccc2[nH]c3c(=O)n(CCC4=CCCCC4)cnc3c2c1	12	0	6	-3	9	-1	7	-4	-5	0	1
COc1ccc(C(=O)Nc2nc3cc4c(cc3s2)OCO4)c(OC)c1	-54*	-31	-112	-87	-63	51*	-155	-28	-20	49	-38
Cc1cc(OCC(=O)NCCCn2ccnc2)c2c(C)c(C)c(=O)oc2c1	-8	-16	17	-3	-5	21	7	-12	-1	-17	3
CCn1c(SCC(=O)Nc2ccccc2Br)nnc1-c1cnccn1	-8	2	10	6	-5	23	10	-3	4	1	-8
COc1cc(C2CC(=O)Oc3cc4c(cc32)OCO4)cc(OC)c1OC (stereo not drawn)	2	-23	21	4	-16	16	1	-3	-11	-6	19
CCn1c(SCC(=O)N/N=C/c2ccccc2OCC(=O)O)nnc1-c1ccc(C(C)(C)C)cc1	-1	-4	-19	5	25	7	11	8	0	-3	-15
Cc1cc2c(cc1C)CSC(c1ccccc1OC(=O)C(C)(C)C)SC2	0	23	40	7	-4	4	-7	20	4	-12	-11
CC1CCN(C(=O)CSc2nnc(Cc3ccccc3)o2)CC1	17	18	17	14	-19	2	-4	-9	-4	-16	-22
N#Cc1cnc(SCC(=O)NNC(=O)COc2cccc3ccccc23)nc1N	-3	7	17	-5	3	27	-2	4	-7	8	21
C=CC[C@@H](CC(=O)N[C@@H](CO)Cc1ccccc1)C(=O)N[C@H](COC(=O)[C@@H](CC=C)CC(=O)OC(C)(C)C)Cc1ccccc1	4	6	14	-5	7	-11	-14	-18	3	-15	0
Cc1ccccc1C(=O)N1CCN(c2ccc(NC(=O)c3ccco3)cc2)CC1	13	-37	23	2	1	-9	16	23	36	42	4
CSc1nc(-c2ccccc2)nn1S(=O)(=O)c1ccccc1	-10	6	-10	-8	-18	4	-5	-12	-5	10	-31
COc1ccccc1C1c2ccc3ccccc3c2Oc2ncn(CCN(C)C)c(=N)c21 (stereo not drawn)	-14	-8	-3	8	-4	45	7	4	48*	24	-6
O=[N+]([O-])c1ccc2c(c1Nc1ccccc1)=NC1(CCCCC1)N=2	3	22	14	8	-7	-4	3	-12	-10	-2	33
COc1ccc(-c2n[nH]c(=S)n2Cc2ccco2)cc1	-2	14	6	5	0	-3	-16	8	-1	-3	-19
COc1ccc2nc(NC(=O)CCc3cc(OC)c(OC)c(OC)c3)sc2c1	8	-5	4	-7	24	-8	-19	-25	-8	-4	-4
O=S(=O)(c1cc(F)ccc1F)N1CCC2(CC1)OCCO2	5	10	2	-18	8	-3	-1	-7	-2	22	-17
O=C(c1ccccc1)c1cnc(-c2ccc(Cl)cc2)s1	-1	62*	-78	-113	-45	19	-102	-71	-34	2	15
Nc1cc(=O)[nH]c(SCC(=O)Nc2ccc3c(c2)CCC3)n1	-2	13	-9	4	5	-15	9	-3	5	2	10
O=C(/C=C/c1ccccc1)Nn1c(-c2cccs2)nc2ccccc2c1=O	5	29	-7	15	-22	-5	8	14	5	-3	12
O=C1C=C(c2ccc3ccccc3c2)C[C@@H](c2ccc(F)cc2)C1	7	-121	-18	-18	-17	32	-3	5	-13	8	-30
CCCN1CCN(C(=S)Nc2ccc3nc(N4CCN(CC)CC4)cc(C)c3c2)CC1	0	-5	0	-2	-22	15	6	12	0	5	0
O=C(NC1CCS(=O)(=O)C1)c1ccc2c(c1)OCO2 (stereo not drawn)	-13	-3	12	-18	0	6	0	-21	0	13	-16
O=c1c2ccccc2nc(/C=C/c2cccc(Br)c2)n1CCCO	-6	14	5	-11	-12	20	11	0	-15	16	-6
CC(C)c1ccc(C(N)=S)cc1	3	-15	3	-16	-2	-4	-8	11	13	0	-20
C(=NNC1=NCCN1)c1ccnc2ccccc12	-25	-8	-1	18	8	-3	-7	5	.	-8	-5
CCC(C)(C)NC(=O)C(c1cccc(OC)c1OC)N(C(=O)CCC(=O)Nc1cc(C)on1)C(C)C (stereo not drawn)	19	5	17	-1	2	5	-1	0	2	-16	5
Nc1c(C(=O)NCc2ccco2)nnn1Cc1ccccc1	-15	10	-12	1	-7	8	-17	-4	-5	-13	-27
O=C(Nc1cccc(S(=O)(=O)N2CCCCC2)c1)c1ccc2ncsc2c1	-4	41	-63	-37	-20	2	-16	9	-5	16	20
CCC1S/C(=N/N=C/c2ccco2)N(Cc2ccccc2C)C1=O (stereo not drawn)	-1	-22	9	10	-1	-2	4	22	1	-9	-23
COc1ccc(NC(=O)Cn2ncn3nc(-c4ccc(OC)cc4)cc3c2=O)cc1	-33	9	0	6	1	24	-8	-2	-31	54*	-33
CCOc1ccc(NC(=O)CSc2nnc(C34CC5CC(CC(C5)C3)C4)n2C)cc1	4	-4	3	2	23	0	-17	2	1	8	5
COc1ccc(C(C)=O)cc1CN(C)C	-2	-3	4	15	-12	10	9	1	2	-2	8
Cc1cccc2c(=O)oc(-c3ccccc3Cl)nc12	-2	31	0	21	0	12	4	-14	-3	7	20
CCCCOC(=O)c1nc(Cl)c(Cl)c(N)c1Cl	-3	27	-11	-4	8	-5	1	15	1	0	-4
O=C(NCc1cccs1)C1(S(=O)(=O)c2ccccc2)CC=CC1	18	15	-1	-12	7	-7	0	-6	5	-13	-18
C/C(=N/NC(=O)CNC(=O)c1cccnc1)c1ccc(Cl)c(Cl)c1	-13	8	13	-13	-11	-4	-14	2	-2	18	6
O=C(CN1C(=O)c2ccccc2C1=O)Nc1nccs1	-2	2	-18	12	2	-15	-3	-13	-4	-8	7
CCCOc1ccc(C(=O)NCC(c2cccs2)N(C)C)cc1OC (stereo not drawn)	7	-13	-4	11	-2	2	-10	-1	-3	15	8
CCN1CCN(CCCNC(=O)C2CCCN(c3nnc(-n4cccc4)s3)C2)CC1 (stereo not drawn)	4	15	-23	-11	-7	-3	5	9	3	-5	2
O=C(O)c1ccc(N(Cc2ccccc2)S(=O)(=O)c2ccccc2)cc1	-4	2	-28	-9	-14	19	8	-13	2	14	-2
Cc1ccc(Nc2nc(N3CCOCC3)nc(N3CCOCC3)n2)cc1Cl	-13	-20	21	-6	72	12	-1	-12	-40	28	10
O=C(/C=C\Nc1ccc(S(=O)(=O)Nc2ncccn2)cc1)c1ccccc1	-1	7	-11	8	-4	0	-8	-3	-4	3	-10
CCOC(=O)C(C)(C)N(Cc1cccc(C)c1)S(=O)(=O)c1ccc(Cl)c([N+](=O)[O-])c1	6	5	3	5	11	5	-11	11	5	-7	-3

Part of the list above, as labelled records:
COc1ccc(-c2n[nH]c(=S)n2Cc2ccco2)cc1
- KKLEB tox: -2
- TWEAK-Fn14 inh: 14
- LRH-1 inv ag: 6
- SRC3 inh: 5
- Shn3 3UTR inh: 0
- C8 TRAIL sens: -3
- SRC1 inh: -16
- NR2F2 inh: 8
- LMP1 NFkB inh: -1
- CF NFkB block: -3
- TROY NFkB inh: -19

COc1ccc2nc(NC(=O)CCc3cc(OC)c(OC)c(OC)c3)sc2c1
- KKLEB tox: 8
- TWEAK-Fn14 inh: -5
- LRH-1 inv ag: 4
- SRC3 inh: -7
- Shn3 3UTR inh: 24
- C8 TRAIL sens: -8
- SRC1 inh: -19
- NR2F2 inh: -25
- LMP1 NFkB inh: -8
- CF NFkB block: -4
- TROY NFkB inh: -4

Following part:
SMILES	KKLEB tox	TWEAK-Fn14 inh	LRH-1 inv ag	SRC3 inh	Shn3 3UTR inh	C8 TRAIL sens	SRC1 inh	NR2F2 inh	LMP1 NFkB inh	CF NFkB block	TROY NFkB inh
CN(C)CCN1C(=O)C(=O)/C(=C(/O)c2ccc(S(=O)(=O)N3CCOCC3)cc2)C1c1ccc(Br)cc1 (stereo not drawn)	0	10	20	12	-5	-8	-12	4	4	-17	-17
O=C(c1ccc(S(=O)(=O)N2CCCC2)cc1)N1CCCCC1	0	-3	-17	-47	-28	-8	13	-4	-4	-40	-7
Cc1c(=O)n(OCc2cccc(F)c2)c2ccccc2[n+]1[O-]	8	22	13	-17	-10	-2	-8	11	0	-34	6
CCN1CC(O)=C(c2nc3ccccc3s2)C1=N	12	-14	-35	-20	-22	-1	-23	-10	-14	-3	-11
CCCc1nnc(NC(=O)CCC(=O)N2CCN(Cc3cc(F)ccc3OC)CC2)s1	14	-4	11	5	-2	1	4	2	-5	-13	-14

Screening data as filed in PubChem BioAssay.

Not all compounds are listed; rates above refer to the full screens.
